TCR activator – Activators of T cell receptors: qHTS campaign | primary human leukocytes, anti-CD3, IL-2 HTRF, 48 h | Potency, µM (top dose mostly 9.22 µM), inactives show at the top dose activation of IL-2 secretion, most hits filed as activators | 330,000 tested, under 10 active; further: % of control where 0% means no effect
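Compounds are tested in HTS on primary human leukocytes co-incubated with a-CD3 beads for 48 hr. IL-2 output is measured by time-resolved FRET.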
TSHR antag – Antagonists of the Thyroid Stimulating Hormone Receptor: HTS campaign | activity change, negative = inhibition, % at 11.5 µM | Thyrotropin receptor (Homo sapiens), P16473 | 330,000 tested, 0.2% active | TSHR-expressing cells, TSH-stimulated cAMP HTRF, 2 h; active compounds read low;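 active means activity change below a set negative limit, meaning inhibition stronger than a set level, cut at about -70% in these data; inconclusive means activity change between two set negative limits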; further: on the % scale 0 is the no-effect control and ±100 the full control effect
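Cell-based HTRF cAMP assay; TSHR cells + compound, TSH EC80 (4nM final), 2 h, 37 deg C. Lysis with anti-cAMP cryptate and cAMP-d2, 30 min RT, read 665/620 nm.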
GALK inh – qHTS Assay for Inhibitors of Human Galactokinase (GALK); P51570; Purified GALK, Kinase-Glo residual ATP luminescence; Potency, µM (top dose mostly 57.5 µM), for inactives: at the top dose activity change, negative = inhibition, hits mostly inhibitors; 270,000 tested, 0.007% active; further: potency means the concentration at half of the fitted maximal effect; on the % scale 0 is the no-effect control and ±100 the full control effect
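5 nM enzyme, 35 uM ATP, 100 uM galactose, 20 mM HEPES pH8.0, 5 mM MgCl2; 1 h RT; residual ATP by Kinase-Glo Plus luminescence, qHTS format.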
Coupling enz – qHTS Assay for Inhibitors of Fructose-1,6-bisphosphate Aldolase from Giardia Lamblia: Coupling assay counterscreen | coupling enzyme system counterscreen, AmpLite Red fluorescence | activity change, negative = inhibition, % at 58.2 µM, hits read low | 290,000 tested, 0.67% active | AID 2472, 2010; in the data active means activity change below about -30%; further: on the % scale 0 is the no-effect control and ±100 the full control effect
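Fluorescence at 525 nm excitation and 598 nm emission measured inhibition of the coupled detection system without aldolase. Compounds (at 57.5 uM final) were preincubated 10 min at room temperature with coupling enzyme reagent before a 20 min substrate/AmpLite Red step.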
hERG WT inh – qHTS for Inhibitors of KCHN2 3.1: Wildtype qHTS; Voltage-gated inwardly rectifying potassium channel KCNH2 (Homo sapiens), Q12809; activity change, % at 1.84 µM; U2OS, BacMam KCNH2, thallium flux FluxOr; active compounds read low; AID 720551, 2013; 340,000 tested, 0.37% active;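 active means maximum activity change below -70%; inconclusive means maximum activity change between -70% and -50%; inactive means maximum activity change above -50%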; further: on the % scale 0 is the no-effect control and ±100 the full control effect
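U2OS cells transduced with wild-type KCNH2 virus are loaded with FluxOr dye for 45 min, and thallium flux is measured in kinetic reads before and after stimulation buffer. Rate constants are normalized to DMSO controls.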
Chronic BCR inh – qHTS Assay to Find Inhibitors of Chronic Active B-Cell Receptor Signaling. ABC-DLBCL IkBa-CBG/CBR reporter, luminescence ratio, 4 h. Potency, µM (titrated, usually from 46.1 µM), without a hit: top-dose ratio change, negative = lower green/red ratio, hits mostly inhibitors. 340,000 tested, 0.05% active. AID 493014, 2011; active means well fitted inhibition curve with a large enough effect in the signal ratio, with a control signal flat, not every such curve was filed as active; inconclusive means small, poorly fitted or top-dose-only effect, or effect the other way, or a change in a side signal; the % refers to the signal ratio;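 further: potency means the concentration at half of the fitted maximal effect; plate controls were basal doxycycline-induced cells for no effect and cells given 10 µM MG132 for full effect; MG132 reads +100%, hits lower the ratio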
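Doxycycline induced both beetle luciferases in TMD8 lymphoma cells; IKK-driven degradation limits the IkappaBalpha-fused green signal, while red luminescence normalises for cell number and nonspecific effects. Compounds tested up to 46 uM, 4 hrs.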
A-T KAP1 phos – qHTS Assay for Identifying a Potential Treatment of Ataxia-Telangiectasia; […] A-T fibroblasts, KAP-1 phosphorylation AlphaLISA; neocarzinostatin DNA damage 30 min before lysis; Potency, µM (highest dose often 57.5 µM), for the others: top-dose activation, hits mostly activators; 320,000 tested, 0.19% active; AID 485349, 2010; further: potency means the concentration at half of the fitted maximal effect; % of control where 0% means no effect; nearly all actives have a fitted effect of over 45% in size
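ATM-like activity read as KAP-1 phosphorylation via AlphaLISA donor/acceptor antibody pairs after lysis and 6 hr at 25C. Cells were ATM-null patient fibroblasts ([…], hTERT), dosed 60 min, then exposed to the DSB inducer NCS for 30 min.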
Tb PFK block – qHTS Assay to Find Inhibitors of T. brucei phosphofructokinase | ATP-dependent 6-phosphofructokinase (Trypanosoma brucei brucei), O15648 | T. brucei PFK, ADP-Glo luminescence | Potency, µM (titrated, usually from 57.5 µM), inactives show at the highest dose activity, negative = inhibition, most hits filed as inhibitors | 330,000 tested, 0.17% active | AID 485367, 2010;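 further: potency means the concentration at half of the fitted maximal effect; 0% = uninhibited 1x PFK enzyme wells and -100% = no-enzyme wells; nearly all actives have a fitted effect of over 60% in size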
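Compounds were pin-transferred as a titration series up to 57 uM into substrate buffer (0.5 mM F6P, 0.1 mM ATP, pH 8.0), then 1.25 nM PFK was added and reactions ran 45 min before ADP-Glo detection.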
Giardia kill – Small Molecules that selectively kill Giardia lamblia: qHTS; 340,000 tested, 0.15% active; Giardia lamblia trophozoite viability; activity change, % at 7.66 µM, hits read low; AID 540267, 2011; in the data active means activity change below about -80%; inconclusive means between about -30% and that limit;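 further: parasites exposed to compound for two days anaerobically before the ATP read; on the % scale 0 is the no-effect control and ±100 the full control effect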
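Anaerobic 48 hrs incubation at 37 deg C of 100 trophozoites/well with test compounds; ATPLite 1-Step luminescence, 15-30 min RT, reports cellular ATP as viability.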
CXXC DNA block – qHTS Fluorescence Polarization Assay for Inhibitors of MLL CXXC domain - DNA interaction | 290,000 tested, 0.037% active | MLL-CXXC / FITC-HOXA9 DNA fluorescence polarization | Histone-lysine N-methyltransferase 2A (Homo sapiens), Q03164 | Potency, µM (doses to about 115 µM), inactives show at the top dose activity change, negative = inhibition, most hits filed as inhibitors; active means well fitted inhibition curve with a large enough effect in the polarisation, with a control signal flat, not every such curve was filed as active; inconclusive means small, poorly fitted or top-dose-only effect, or effect the other way, or a change in a side signal; inactive means no such curve, though single readings can be large or run the other way; the % refers to the polarisation; further: potency means the concentration at half of the fitted maximal effect
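Purified MLL-CXXC (added from a 7 uM solution) was preincubated 5 min at ambient with pinned compounds in 50 mM Tris-HCl pH 7.5, 50 mM NaCl, 1 mM DTT, 0.05% BSA. Fluorescein-labeled HOX-A9 DNA (50 nM solution) followed, 30 min, then polarization read.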
* marks the source's active call; other numbers are inactive results; ? = inconclusive; . = no result given; & = joins results of further samples; [ ] = remark or other dose. Unless noted, the call rests on the fitted dose curve; in most records, active means well fitted curve in the direction sought with a large enough effect; inconclusive means small, poorly fitted or top-dose-only effect, or another doubt; inactive means no such curve, though single readings can be large; an effect the other way counts as inactive or inconclusive.

A first look (two entries):
mol	TCR activator	TSHR antag	GALK inh	Coupling enz	hERG WT inh	Chronic BCR inh	A-T KAP1 phos	Tb PFK block	Giardia kill	CXXC DNA block
COc1ccc(NS(=O)(=O)c2ccc(C)c(C(=O)NCCCN3CCCC3=O)c2)cc1	-1%	16	.	.	6	3%	4%	1%	12	.
Cc1cccc(C)c1NC(=O)Nc1ccc(S(N)(=O)=O)cc1	-6%	-6	-2%	-1	3	-7%	-2%	-11%	16	?

The list itself, from the first entry:
mol	TCR activator	TSHR antag	GALK inh	Coupling enz	hERG WT inh	Chronic BCR inh	A-T KAP1 phos	Tb PFK block	Giardia kill	CXXC DNA block
COc1ccc(NS(=O)(=O)c2ccc(C)c(C(=O)NCCCN3CCCC3=O)c2)cc1	-1%	16	.	.	6	3%	4%	1%	12	.
Cc1cccc(C)c1NC(=O)Nc1ccc(S(N)(=O)=O)cc1	-6%	-6	-2%	-1	3	-7%	-2%	-11%	16	?
CCOC(=O)CNC(=O)c1cnn2cccnc12	-5%	-17	3%	3	21	-1%	-4%	1%	19	-2%
COc1ccc(-c2coc(CCC(=O)N3CCN(c4cc(C)ccc4C)CC3)n2)cc1	2%[46.1 µM]	-14	.	.	10	-8%	1%[11.5 µM]	1%	7	.
N#Cc1ccc(OCC(O)CN2CCN(CC(O)COc3ccc(C#N)cc3)CC2)cc1 (stereo not drawn)	4%	6	-1%	-1	-147*	0%	-5%	-3%	-3	8%
CCC(C)[C@H](NS(=O)(=O)c1ccc(C)cc1)C(=O)N1CCC(C(=O)N[C@H](C(=O)O)c2ccccc2)CC1 (stereo partly drawn)	14%	0	.	0	-2	?	2%	2%	8	2%
O=C(Cn1nnc(-c2cccc(C(F)(F)F)c2)n1)N1CCCCCC1	0%	-3	2%	1	5	2%	.	4%	0	-6%
O=S(=O)(/N=C(/c1ccc(F)cc1)N1CCCCC1)c1ccc(Cl)cc1	-5%[46.1 µM]	-11	0%	1	-4	0%	-1%	0%	-10	2%
C=CCNC(=O)[C@H]1N2C(=O)c3ccccc3C2SC1(C)C (stereo partly drawn)	5%	8	.	2	3	3%	-5%	1%	2	-1%
COc1ccc(N=C2SC(C(=O)N3CCN(c4ccccc4)CC3)CC(=O)N2C)cc1 (stereo not drawn)	-7%	7	9%	2	1	-13%	5%	0%	15	5%
CCOC(=O)c1ccc(NC(=O)CSc2nnc(CC)o2)cc1	13%	6	-3%	.	-6	-6%	7%	-4%	-15	-3%
COc1cccc(-c2c(C(=O)N/N=C(\C)c3ccco3)nnn2-c2nonc2N)c1	-10%	-2	-4%	1	-8	4%	3%	19%	-2	1%
CCOC(=O)/C=C/C(=O)Nc1cccc([N+](=O)[O-])c1	5%[46.1 µM]	?	1%	-12	5	?	.	?	8	-18%
Cc1ccc(-c2csc3nnc(SCC(=O)NCc4ccc5c(c4)OCO5)n23)cc1	-3%	-6	1%	2	12	-1%	2%	0%	8	-3%
COc1cccc(Cn2c(N)c(C#N)c3nc4ccccc4nc32)c1OC	2%	5	4%	-15	-1	0%	?	1%	3	14%
CC(=O)N1CCCC(C(=O)c2ccc(Oc3ccccc3)cc2)C1 (stereo not drawn)	-1%	7	-3%	3	0	2%	3%[11.5 µM]	0%	-21	-11%
O=C(CSC1=NS(=O)(=O)c2ccccc2N1)c1ccccc1	-2%	4	.	.	-3	?	-5%	?	15	.
O=C(c1cccc(S(=O)(=O)N2CCOCC2)c1)N(CCc1ccccc1)Cc1ccccc1	-1%	3	.	.	4	?	4%	-1%	0	.
COc1cc2c(cc1OC)C1Cc3ccc(OC)c(OC)c3CN1CC2 (stereo not drawn)	-5%	-12	-2%	-2&1	2	-3%	6%	-4%	-5	-16%
COc1ccc(/C=C2\SC(=S)N(CCC(=O)Nc3cccc(C(=O)O)c3)C2=O)cc1OC	-2%	-10	.	9	-8	?	3%	-17%	-1	17%
O=C(CN1CCN(c2ccccc2F)CC1)Nc1ccccc1F	1%	2	-1%	4	-30	-1%	.	0%	6	7%
O=[N+]([O-])c1ccc2nc(-c3ccccc3)oc2c1	6%	14	0%	0	-10	?	16%	-1%	-9	17%
COc1cccc(N2C(=O)c3ccncc3C2=O)c1	3%	6	2%	1	-5	4%	6%	-3%	0	0%
Nc1nc(-c2ccccc2)nn1C(=O)c1ccco1	-1%	24	-1%	4	-15	7%	0%	5%	-6	112%[activator]
COc1ccc(S(=O)(=O)N2CCCCC2)cc1NC(=S)Nc1cccc(Cl)c1C	-5%[46.1 µM]	-2	1%	-1	3	-1%	9%	0%	-2	6%
CCOC(=O)C1(Cc2ccccc2)CCCN(Cc2ccncc2)C1 (stereo not drawn)	-2%	-10	12%	1	-6	?	5%	4%	10	-3%
C=CCOc1ccc2cccc(/C=N/NC(=O)c3cc4cc([N+](=O)[O-])ccc4s3)c2c1	0%	17	-2%	-1	-12	7%	-7%	5%	13	-1%
CCOC(=O)C1=CN(Cc2cccc(F)c2)S(=O)(=O)N(C)C1c1cccc(OC)c1 (stereo not drawn)	6%[46.1 µM]	6	.	.	16	-3%	-44%[inhibitor]	-2%	12	.
CNC(=O)COC(=O)/C=C/c1nc2ccccc2s1	-2%	-4	-1%	-3	-4	?	-6%	-8%	-7	0%
O=C(CCCN1C(=O)C2C3C=CC(C3)C2C1=O)N1CCN(c2ccccc2)CC1 (stereo not drawn)	-2%	40	-2%	0	1	1%	-3%	-5%	4	-7%
COc1ccc2c(c1)CC[C@@H]1[C@@H]2CC[C@]2(C)C(=O)CC[C@@H]12	-6%	-10	0%	4	10	?	21%	-1%	3	9%
Clc1ccc(Cn2c(-c3cccnc3Cl)nc3ccccc32)c(Cl)c1	8%	4	.	-6	-34	?	0%	-4%	8	1%
O=C1/C(=C2/NCCN2C2CC(=O)N(c3ccccc3)C2=O)CC/C1=C\c1ccccc1 (stereo not drawn)	.	2	1%	1	-8	0%	-3%	-3%	-9	18%
CC(=O)c1c(OC(=O)c2ccco2)c2ccccc2n1C	-2%	-1	2%	-1	3	?	-2%	-18%	10	118%[activator]
CC(=O)n1cc([C@@H]2C=C(C(=O)N3CCN(Cc4ccc5c(c4)OCO5)CC3)O[C@H](OCc3ccc(CO)cc3)C2)c2ccccc21	8%	4	0%	0	3	11%	-16%	-1%	2	?
Cc1ccc(S(=O)(=O)N2CCCC(C(=O)Nc3cccnc3)C2)cc1 (stereo not drawn)	-1%	10	1%	3	2	?	6%	-2%	-9	-1%
CC(Sc1nnc(-c2ccccc2Br)n1-c1cccc(C(F)(F)F)c1)C(N)=O (stereo not drawn)	-2%[46.1 µM]	-17	1%	-11	2	0%	0%	0%	5	-7%
O=C1c2ccccc2S(=O)(=O)N1CC(O)Cn1ccc2ccccc21 (stereo not drawn)	13%	.	-1%	2	-1	.	.	.	-28	-2%
COc1cc(NC(=O)CN2CCN(c3ccccc3F)CC2)c(C)cc1[N+](=O)[O-]	5%[46.1 µM]	2	-4%	-1	0	?	6%	-8%	18	4%
Cc1ccc(OCC(=O)c2cc(C)n(C3CC3)c2C)c([N+](=O)[O-])n1	9%[46.1 µM]	-21	0%	-2	-2	2%	1%	20%	-25	3%
CS(=O)(=O)N(CC(=O)Nc1ccc2c(c1)OCO2)c1ccc(Cl)cc1	-1%	22	-1%	-6	-4	?	17%	5%	-3	-1%
CCN(CC)CCCN=Cc1c(O)n(-c2c(C)cccc2C)c(=O)c2ccccc12	2%	-4	-3%	-2	-8	2%	1%	2%	-4	2%
COCCn1c(SCC(=O)Nc2cc(C)on2)nnc1-c1ccccc1	-5%	-12	-1%	-5	-3	1%	-5%	-4%	-4	3%
COc1ccc(CNC(=O)c2sc3nc4c(c(C(F)(F)F)c3c2N)CCC4)cc1	-4%[46.1 µM]	-4	1%	3	.	-1%	4%	1%	.	-4%
CCCn1c(=N)c(C(=O)NCc2ccc3c(c2)OCO3)cc2c(=O)n3cccc(C)c3nc21	-2%	4	0%	1	-6	0%	0%	1%	-13	?

Screening data: PubChem, National Center for Advancing Translational Sciences (NCATS)
